High-throughput results: PubChem, several laboratories
CR mimetic SO: caloric restriction mimetics inhibiting age-related superoxide in yeast. S. cerevisiae aged cells, superoxide DHE fluorescence; active compounds read low. superoxide response (% of plate mean), % at 10 µM. hit rate 0.18% among 330,000. AID 2690;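 active = superoxide response under a set limit, about three screen SD below normal, cut at about 65% in these data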;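 note: yeast aged for seven days with compound at 30 °C before DHE staining; 100% = average MFI of all compound-treated wells on the plate with controls excluded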
proCasp3 act: activators of human procaspase-3. recombinant procaspase-3 D3A, Ac-DEVD-pNA absorbance 405 nm. AID 463141. hit rate 0.11% among 330,000. activation, % at 8.5 µM;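 active = activation above the mean of all tested compounds plus 3 SD, cut at about 21% in these data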;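 note: 0% = DMSO alone and 100% = DMSO wells spiked with extra 5 µM PC-3 D3A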
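Assay system – Procaspase-3 D3A mutant, all three cleavage aspartates alanine · Controls – DMSO-only low control, 5 µM PC-3 D3A high control · Schedule – 1 h compound preincubation, 2 h substrate hydrolysis at 25 °C · Signal – 405 nm absorbance of p-nitroaniline, reads at 0 and 120 min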
RPL19A-GFP yeast: yeast TOR pathway RPL19A-GFP modulation; hit rate 0.3% among 330,000; percent response vs DMSO, % at 10 µM; S. cerevisiae RPL19A-GFP strain, flow cytometry, 3 h; active compounds read low;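 active = percent response vs DMSO below 50%; inconclusive = fewer than 70 events counted for the yeast strain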;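 note: median channel GFP fluorescence of the barcoded RPL19A-GFP strain; ratio of sample median GFP to plate DMSO average so 100% = DMSO; lower means less RPL19A-GFP as with rapamycin TOR inhibition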
JMJD2C inh: blocks human GASC-1 demethylase activity; inhibition, % at 2.35 µM; GST-JMJD2C(1-420) H3K9me3 demethylation, DELFIA europium; hit rate 0.069% among 330,000; AID 2099;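 active = more than half of a compound's replicate wells show inhibition beyond 50%, single wells judged on their own value; inconclusive = some, but no more than half, of replicates pass 50% inhibition; inactive = no replicate passes 50% inhibition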;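 note: signal counts dimethyl H3K9 product captured on neutravidin plate; 0% = median of DMSO wells and 100% = 0.3 times that DMSO median; strong numbers were not always called active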
MEP2-GFP yeast: alters MEP2-GFP fluorescence in TOR pathway yeast screen; S. cerevisiae MEP2-GFP strain, flow cytometry GFP, 3 h; 100% = DMSO control level; GFP response vs DMSO, % at 10 µM; hit rate 0.51% among 330,000; AID 2016;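 active = GFP response versus DMSO above a set limit, roughly screen mean plus 3 SD, cut at about 180% in these data; inconclusive = fewer than 70 cells counted for a yeast strain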;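 note: median GFP fluorescence of the barcode-gated MEP2-GFP cells per well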
LAP4-GFP MLPCN: alters LAP4-GFP fluorescence in TOR pathway yeast screen; S. cerevisiae LAP4-GFP multiplex, flow cytometry GFP, 3 h; median GFP as percent of DMSO wells; GFP response vs DMSO, % at 10 µM; hit rate 0.34% among 320,000; AID 2023;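 active = GFP response vs DMSO above a set limit, about the screen mean plus 3 SD, cut at about 150% in these data; inconclusive = under 70 cell events counted for the yeast strain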
procasp7 counter: activates human procaspase-7, counter-screen for procaspase-3 activators. P55210. recombinant procaspase-7, Ac-DEVD-pNA absorbance 405 nm; D23A/D198A/D206A triple mutant, cannot self-cleave; scale: DMSO 0, 5 µM enzyme 100. activation, % at 8.5 µM. hit rate 0.093% among 330,000;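 active = percent activation above the screen-wide mean plus 3 SD, cut at about 25% in these data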
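Assay system: Uncleavable procaspase-7 mutant enzyme | Input: 2 µM procaspase-7 mutant as dispensed | Timing: 1 h compound preincubation, 2 h substrate cleavage, 25 °C | Repeats: One well per compound | Control set: DMSO wells as 0%, DMSO with 5 µM added PC-7 as 100% | Technique: Epi-absorbance of released pNA at 405 nm, two timepoints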
AHR activator: activates the human aryl hydrocarbon receptor | AHR-responsive luciferase reporter cells, luminescence | activation, % at 5 µM | hit rate 2.5% among 320,000 | AID 2796; in the data active = activation above about 47%;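 note: 0% = vehicle wells and 100% = reference agonist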
Target sequence (P35869 whole entry, looked up): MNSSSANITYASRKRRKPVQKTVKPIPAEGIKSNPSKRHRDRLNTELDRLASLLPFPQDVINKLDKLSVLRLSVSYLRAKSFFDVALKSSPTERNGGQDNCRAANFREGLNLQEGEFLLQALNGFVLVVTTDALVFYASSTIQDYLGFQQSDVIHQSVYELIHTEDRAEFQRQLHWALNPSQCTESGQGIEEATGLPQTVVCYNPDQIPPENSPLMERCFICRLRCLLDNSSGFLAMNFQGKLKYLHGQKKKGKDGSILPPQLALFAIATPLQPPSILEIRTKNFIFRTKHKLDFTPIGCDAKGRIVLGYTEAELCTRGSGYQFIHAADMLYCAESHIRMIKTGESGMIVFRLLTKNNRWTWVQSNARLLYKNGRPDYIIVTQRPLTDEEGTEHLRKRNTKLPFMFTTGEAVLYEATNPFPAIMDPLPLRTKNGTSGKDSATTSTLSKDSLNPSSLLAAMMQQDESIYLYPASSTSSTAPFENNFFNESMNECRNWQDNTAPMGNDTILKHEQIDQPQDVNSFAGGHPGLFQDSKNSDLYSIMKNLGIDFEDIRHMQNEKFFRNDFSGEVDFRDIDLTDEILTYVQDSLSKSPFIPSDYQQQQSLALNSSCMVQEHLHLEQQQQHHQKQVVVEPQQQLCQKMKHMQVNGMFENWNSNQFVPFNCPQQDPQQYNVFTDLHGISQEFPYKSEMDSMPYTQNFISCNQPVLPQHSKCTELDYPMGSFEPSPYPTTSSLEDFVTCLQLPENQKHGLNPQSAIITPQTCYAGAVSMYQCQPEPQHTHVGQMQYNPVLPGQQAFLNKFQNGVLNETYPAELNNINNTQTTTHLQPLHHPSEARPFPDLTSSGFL
* = called active by the depositor; ? = inconclusive; · = not tested or not shown; & = joins results of further samples; [ ] = dose if it differs, or a comment.

No.	SMILES	CR mimetic SO	proCasp3 act	RPL19A-GFP yeast	JMJD2C inh
1	Cn1c(-c2ccc3c(c2)OCO3)cnc1N	101	6	98	5
2	COc1ccc(C(NC(C)=O)c2cc(Cl)c3cccnc3c2O)cc1OC (stereo not given)	80	5	83	-13
3	COc1ccccc1/C=C/C(=O)OCC(=O)NC1CCCCCC1	109	1	96	-1
4	C=CCn1c(COc2cccc3ccc(C)nc23)nnc1SCC(=O)OC	104	2	99	-29
5	Cc1ccc(S(=O)(=O)Nc2cccc3cccnc23)cc1	90	-20	102	5
6	O=C(Nc1ccc2c(c1)OCCO2)C1CCN(C(=O)c2ccc(Cl)cc2)CC1	103	-3	106	-11
7	Cc1ccc(C)c(NS(=O)(=O)c2cc(C(=O)NCCSC3CCCCC3)ccc2C)c1	91	2	95	-5
8	O=C(c1ccc(Cl)cc1)N1CCCCC(Sc2nnc(-c3ccc4c(c3)OCO4)o2)C1=O (stereo not given)	94	0	108	-5
9	COC(=O)CSc1ncnc2c(C)csc12	94	6	108	-3
10	COc1ccc(CCNC(=O)CCS(=O)(=O)c2ccc3nc(C)sc3c2)cc1OC	94	-3	100	26
11	O=C(NC1CCSc2ccccc21)c1cc(S(=O)(=O)N2CCOCC2)ccc1Cl (stereo not given)	101	19	90	3
12	COc1cccc(/C=C(/C#N)c2ccc(F)cc2)c1OCc1cccc(C(=O)O)c1	107	0	102	-1

No.	MEP2-GFP yeast	LAP4-GFP MLPCN	procasp7 counter	AHR activator
1	98	105	10	3
2	102	88	8	1
3	96	98	11	2
4	103	104	10	6
5	97	108	-11	3
6	99	99	4	2
7	97	89	4	0
8	105	104	7	-5
9	102	·	4	-1
10	100	98	-18	1
11	93	97	3	4
12	100	95	0	4

Reprinted at random: 5 entries already listed
No.	SMILES	CR mimetic SO	proCasp3 act	RPL19A-GFP yeast	JMJD2C inh
2	COc1ccc(C(NC(C)=O)c2cc(Cl)c3cccnc3c2O)cc1OC (stereo not given)	80	5	83	-13
10	COc1ccc(CCNC(=O)CCS(=O)(=O)c2ccc3nc(C)sc3c2)cc1OC	94	-3	100	26
3	COc1ccccc1/C=C/C(=O)OCC(=O)NC1CCCCCC1	109	1	96	-1
9	COC(=O)CSc1ncnc2c(C)csc12	94	6	108	-3
4	C=CCn1c(COc2cccc3ccc(C)nc23)nnc1SCC(=O)OC	104	2	99	-29

No.	MEP2-GFP yeast	LAP4-GFP MLPCN	procasp7 counter	AHR activator
2	102	88	8	1
10	100	98	-18	1
3	96	98	11	2
9	102	·	4	-1
4	103	104	10	6

Continued.
No.	SMILES	CR mimetic SO	proCasp3 act	RPL19A-GFP yeast	JMJD2C inh
13	COc1cccc(C(c2sc3ncnn3c2O)N2CC(C)OC(C)C2)c1 (stereo not given)	84	9	102	-13
14	Cc1[nH]c2ccccc2c1C1=NNC(=Nc2ccc(F)cc2)SC1	91	-10	98	8
15	CC(C)c1ccc(NC2CCCN(C(=O)c3cc(C(C)C)nc(N)n3)C2)cc1 (stereo not given)	84	2	104	0
16	CCOC(=O)c1ccc(NC(=O)c2nn(C)cc2Br)cc1	115	-6	99	-6
17	O=C(O)c1ccc(CSc2nnc(-c3ccco3)n2-c2ccccc2)cc1	107	4	102	7
18	CC(C)(C)Nc1nc2ccc([N+](=O)[O-])cc2o1	88	6	97	-34
19	CC(C)(C)C(=O)Nc1nnc(SCC(=O)NC2CC2)s1	92	4	102	-4
20	NC(=O)CSc1nnc(Cn2c(=O)sc3ccccc32)n1CCc1ccccc1	97	-2	103	-12
21	CN(C)C(CN1C(=O)C2CC=CCC2C1=O)c1cn(C)c2ccccc12 (stereo not given)	100	-1	98	9
22	CCCN1CCc2c(sc(NC(=O)Cc3ccc(F)cc3)c2C(N)=O)C1	90	-2	100	-2
23	CN(CC(=O)Nc1ccc(N2CCOCC2)cc1)C(=O)CCc1cc(C(C)(C)C)c(O)c(C(C)(C)C)c1	78	8	108	3
24	COc1ccc(N2C3=C(C(=O)CC(C)(C)C3)C(c3cnn(C)c3)C3=C2CC(C)(C)CC3=O)cc1	108	-12	108	-13

No.	MEP2-GFP yeast	LAP4-GFP MLPCN	procasp7 counter	AHR activator
13	99	98	4	-1
14	104	92	-12	39
15	112	99	3	3
16	80	92	2	-5
17	103	109	12	-1
18	98	133	-2	0
19	103	98	1	0
20	107	101	12	1
21	98	98	-14	13
22	99	105	1	-4
23	104	112	0	5
24	113	114	-12	10

The list continues.
No.	SMILES	CR mimetic SO	proCasp3 act	RPL19A-GFP yeast	JMJD2C inh
25	COc1ccc(S(=O)(=O)N2CCC(C(=O)N3CCN(C)CC3)CC2)cc1Cl	96	5	102	-6
26	CN(C)C(=O)COC(=O)c1ccc(S(=O)(=O)NCc2ccco2)cc1	103	-9	99	2
27	COc1ccc(NS(=O)(=O)c2ccc3oc(SCC(N)=O)nc3c2)cc1	96	-1	103	-3
28	Cc1nc2cc(OCc3cc(C(=O)NC(C)c4cn(C)nc4C)no3)ccc2s1 (stereo not given)	101	4	?	-1
29	N#Cc1cc(C(=O)c2cc(Cl)ccc2O)cn(-c2ccccc2)c1=O	96	-4	98	-4
30	O=C(O)c1cc(-c2cc(C(=O)O)c3ccccc3n2)nc2ccccc12	108	2	83	2
31	O=c1ccc2ccc(Oc3ccc([N+](=O)[O-])cc3[N+](=O)[O-])cc2o1	107	7	105	-3
32	COc1ccc(C2CC(c3ccccc3)=NN2c2ccc(C(N)=O)cc2)cc1 (stereo not given)	106	30*	95	-3
33	Cc1ccc(C)c(N2CCN(C(=O)c3ccc(NC4=NC5CS(=O)(=O)CC5S4)cc3)CC2)c1 (stereo not given)	107	-2	102	7
34	Cc1occc1-c1nnc(SCCCC(=O)c2ccc(F)cc2)n1C	103	2	95	-16
35	O=C(Nc1ccc(F)cc1F)c1ccc(COc2c(F)c(F)cc(F)c2F)o1	103	-3	97	-1
36	COC(=O)C1=C(C)N(C)C(C)=C(C(=O)OC)C1c1ccc(Cl)cc1	93	-6	·	-3

No.	MEP2-GFP yeast	LAP4-GFP MLPCN	procasp7 counter	AHR activator
25	104	87	7	0
26	94	106	-6	3
27	104	101	9	2
28	?	91[may fluoresce red]	15	-1
29	110	98	5	1
30	91	·	8	8
31	105	106	5	2
32	101	87	38*	0
33	91	92	3	-2
34	102	101	1	-2
35	96	101	0	-1
36	109	97	19	0

Going on with the list.
No.	SMILES	CR mimetic SO	proCasp3 act	RPL19A-GFP yeast	JMJD2C inh
37	Cc1cc(C(C)(C)C)c(O)c(C(C)(C)C)c1	99	-2	104	-33
38	COC(=O)c1ccc(NC(=O)c2ccccc2C(=O)Nc2ccc(C(=O)OC)cc2)cc1	112	-7	96	4
39	O=C(NC(CC1CCCCC1)C(=O)O)c1ccccc1 (stereo not given)	113	-8	95	-2
40	Cc1ccc(S(=O)(=O)N(Cc2ccc(Cl)cc2)c2ccccc2C(=O)NCc2cccnc2)cc1	108	12	98	10
41	O=C(Nc1cccc(N2C(=O)C3CCCCC3C2=O)c1)c1ccccc1 (stereo not given)	76	7	96	18
42	Cc1cccc(N2C(=O)C(Cc3ccccc3)NC2=S)c1 (stereo not given)	94	6	92	6
43	CCCCNC(=O)Nc1nnc(-c2ccc(OCC)cc2)o1	117	-4	95	-2
44	Cc1ccc(S(=O)(=O)N2CCOCC2)cc1NC(=O)COC(=O)c1n[nH]c(=O)c2ccccc12	103	0	93	0
45	Cc1ccc(NC(=O)CSc2nnc(C)n2C2CC2)cc1S(=O)(=O)N1CCOCC1	133	-5	101	10
46	CN(CC(=O)NCc1ccccc1F)S(=O)(=O)c1ccc(Cl)cc1	104	-3	103	4
47	O=C(NCc1ccncc1)Nc1ccc2c(c1)OCO2	88	2	102	-11
48	CCCCNC(=O)c1onc(CSc2ccc(Cl)cc2)c1C(=O)O	100	4	102	3

No.	MEP2-GFP yeast	LAP4-GFP MLPCN	procasp7 counter	AHR activator
37	107	105	6	-1
38	100	·	3	-3
39	85	92	0	1
40	102	89	3	2
41	103	82	6	3
42	110	125	10	-1
43	99	111	2	27
44	85	87	3	-2
45	102	101	-4	-1
46	100	95	3	0
47	111	104	0	40
48	92	109	-5	4

Structures above containing a thiophene ring, fused or not, in the order listed:
No.	SMILES	CR mimetic SO	proCasp3 act	RPL19A-GFP yeast	JMJD2C inh
9	COC(=O)CSc1ncnc2c(C)csc12	94	6	108	-3
22	CCCN1CCc2c(sc(NC(=O)Cc3ccc(F)cc3)c2C(N)=O)C1	90	-2	100	-2

No.	MEP2-GFP yeast	LAP4-GFP MLPCN	procasp7 counter	AHR activator
9	102	·	4	-1
22	99	105	1	-4

(further entries)
No.	SMILES	CR mimetic SO	proCasp3 act	RPL19A-GFP yeast	JMJD2C inh
49	C=CCn1c(SCC(=O)Nc2cc(C)on2)nc2sc3c(c2c1=O)CCCC3	98	-1	101	·
50	O=c1[nH]c(Cc2ccccc2)nc2ccccc12	121	-3	114	-3
51	CC(=O)c1ccc(OCc2cccc(C(F)(F)F)c2)cc1O	106	-6	93	-5
52	Cn1cnnc1Sc1ccc(C(=O)OCC(=O)Nc2cc(Cl)cc(Cl)c2)cc1[N+](=O)[O-]	93	5	103	-1
53	O=C(c1ccc(Cl)cc1)N1N=CCC1(O)c1ccc(Cl)cc1 (stereo not given)	110	1	99	6
54	CC(SCc1ccccc1)C(=O)NC1CCCC1 (stereo not given)	104	-2	96	129
55	COc1ccc(C(=O)Nc2nc(-c3ccc(S(=O)(=O)N4CCOCC4)cc3)cs2)cc1	93	6	101	11
56	O=C(Cc1ccccn1)c1ccccc1	96	9	121	-6
57	CCOC(=O)c1[nH]ncc1CN1CCCC(C(=O)c2cccc3ccccc23)C1 (stereo not given)	103	6	104	-3
58	O=C(O)c1ccc(-c2nc3ccccc3[nH]2)cc1	109	-4	97	-22
59	Cc1ccnc(NS(=O)(=O)c2ccc(NC(=O)C(C)(C)C)cc2)n1	99	-2	101	1
60	O=C(NCc1ccccc1)c1cc2ccccc2o1	98	8	98	3
61	COc1cc(C(c2nnnn2C(C)(C)C)N2CCN(c3nc4ccccc4s3)CC2)ccc1O (stereo not given)	92	-19	109	-3&18
62	COc1ccc(NS(=O)(=O)c2cc(S(C)(=O)=O)ccc2C)cc1	96	-2	98	-3

No.	MEP2-GFP yeast	LAP4-GFP MLPCN	procasp7 counter	AHR activator
49	111	96	3	0
50	107	111	-5	4
51	93	100	-9	0
52	102	103	-1	7
53	99	101	6	5
54	104	101	1	-1
55	102	109	-10	-1
56	102	114	1	0
57	103	99	-6	4
58	95	97	6	2
59	96	92	4	2
60	96	117	1	-3
61	108	107	-31	1
62	106	88	6	3
